Source: PubChem
Tau fluor cs: counter-screen for tau fibril formation inhibitors | 280,000 tested, 0.93% active | tau K18 P301L Alexa594 fluorescence, heparin fibrillization | Potency, µM (series often up to 57.7 µM), for inactives: top-dose activity change, negative = decrease | AID 1463; note: % is set by controls: 0 for no effect and ±100 for the full control effect; nearly all actives have a fitted effect of over 55% in size
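Human tau K18 P301L (15 uM unlabeled, 0.24 uM Alexa 594-labeled) in 100 mM sodium acetate pH 7 with 20 uM heparin, 6 hr at 37 C. ThT 30 uM added, 1 hr ambient; Alexa 594 FP and total fluorescence read at 555/632 nm.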
HTT cytoprotect: Huntington cell model cytoprotection by ATP luminescence; PC12 HTT-Q103 induced, cytoprotection, ATP luminescence, 40 h; Potency, µM (highest dose often 56.4 µM), without a hit: cytoprotection (ATP increase), hits mostly activators; 230,000 tested, 0.14% active; AID 1471;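 note: % of control where 0% means no effect; nearly all actives have a fitted effect of over 45% in size; toxic huntingtin expression switched on by the ecdysone agonist tebufenozide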
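Rat PC12, Q103 Htt exon1-GFP fusion, ecdysone promoter; tebufenozide inducer 100 nM final; compound titration; qHTS, 1500 cells/well; ATPlite luminescent read.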
TRb-SRC2 inh: TRbeta-SRC2 interaction inhibition | TRbeta-SRC2 peptide binding, fluorescence polarization; receptor liganded with 1 µM T3 | 280,000 tested, 0.065% active | P10828 | Potency, µM (highest dose often 106 µM), for the others: at the top dose activity change, negative = inhibition, most hits filed as inhibitors;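 note: plate controls were bound peptide for no effect and peptide without receptor for full effect; nearly all actives have a fitted effect of over 50% in size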
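A fluorescence polarization screen tested compounds at multiple concentrations against complex formation between 0.6 uM TRb ligand-binding domain and 20 nM Texas Red SRC2 peptide, with 1 uM T3 present; readout after 5 hr.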
TexasRed fluor: Texas Red fluorescence interference in TRb-SRC2 counter-screen | TRb/SRC2 Texas Red total fluorescence interference | Potency, µM (series often up to 106 µM), inactives show at the highest dose fluorescence change, negative = quenching | 280,000 tested, 0.29% active; active = well fitted curve in either direction with a large enough effect; inconclusive = small, poorly fitted or top-dose-only effect; note: % is set by controls: 0 for no effect and ±100 for the full control effect
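Human TRβ ligand-binding domain (0.6 uM) and Texas Red SRC2 peptide (20 nM) in Tris buffer with 1 uM T3 and 5% DMSO were incubated with pinned compound for 5 hr at ambient temperature. Total fluorescence was computed as S + 2P (555/632 nm).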
Tau FP inhib: blocks human tau fibril formation measured by polarization | Potency, µM (series often up to 57.7 µM), inactives show at the top dose activity, negative = inhibition, actives largely listed as inhibitors | 280,000 tested, 0.39% active | P10636 | K18 P301L tau heparin fibrillization, Alexa594 FP, 6 h; note: % is set by controls: 0 for no effect and ±100 for the full control effect; nearly all actives have a fitted effect of over 55% in size
Target sequence (P10636 561-689 P618L limits assumed): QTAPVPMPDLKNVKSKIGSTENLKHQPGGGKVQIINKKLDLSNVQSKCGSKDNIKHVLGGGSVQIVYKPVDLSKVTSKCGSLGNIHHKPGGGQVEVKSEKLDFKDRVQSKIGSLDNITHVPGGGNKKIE
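Human tau K18 […] P301L fragment, 15 uM unlabeled plus 0.24 uM Alexa 594-labeled tau (final), with compound and 20 uM heparin in 100 mM sodium acetate pH 7; 6 hr at 37 C, then Alexa 594 FP read.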
RECQ1 inh: RECQ1 (human) helicase inhibition | P46063 | RECQ1 DNA unwinding, red fluorescence kinetic read | Potency, µM (doses to about 57.3 µM), inactives show at the top dose activity, negative = inhibition, actives largely listed as inhibitors | 240,000 tested, 0.54% active | AID 2549;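 note: plate controls were vehicle for no effect and no enzyme for full effect; nearly all actives have a fitted effect of over 30% in size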
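50 nM RECQ1T1 preincubated 15 min with compound in Tris pH 8.0 buffer with MgCl2, DTT, Tween-20 and 2.5 ug/ml poly(dI-dC); started with 200 nM TAMRA/BHQ-2 forked duplex and 2 mM ATP. Unwinding read as fluorescence (525/598 nm), two reads 2 h apart.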
Tau fibril ThT: inhibitors of human tau fibril formation, thioflavin T binding; P10636; recombinant tau K18 P301L, heparin-induced fibrillization, ThT fluorescence; Potency, µM (series often up to 57.4 µM), without a hit: at the highest dose activity, negative = inhibition, usual class: inhibitors; 270,000 tested, 2.1% active; AID 1460; note: % is set by controls: 0 for no effect and ±100 for the full control effect; nearly all actives have a fitted effect of over 55% in size
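Using a mix of unlabeled (15 uM) and Alexa 594-labeled (0.24 uM) tau K18 P301L, heparin-triggered fibrillization over 6 hr at 37 C was scored by ThT fluorescence.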
L3MBTL1 block: inhibitors of human L3MBTL1. Potency, µM (highest dose often 57.1 µM), for inactives: at the top dose activity, negative = inhibition, hits mostly inhibitors. AlphaScreen L3MBTL1–H3K9me1 peptide binding. AID 485360. 230,000 tested, 0.66% active; note: % is set by controls: 0 for no effect and ±100 for the full control effect; nearly all actives have a fitted effect of over 60% in size
Target sequence (Q9Y468 whole entry, looked up): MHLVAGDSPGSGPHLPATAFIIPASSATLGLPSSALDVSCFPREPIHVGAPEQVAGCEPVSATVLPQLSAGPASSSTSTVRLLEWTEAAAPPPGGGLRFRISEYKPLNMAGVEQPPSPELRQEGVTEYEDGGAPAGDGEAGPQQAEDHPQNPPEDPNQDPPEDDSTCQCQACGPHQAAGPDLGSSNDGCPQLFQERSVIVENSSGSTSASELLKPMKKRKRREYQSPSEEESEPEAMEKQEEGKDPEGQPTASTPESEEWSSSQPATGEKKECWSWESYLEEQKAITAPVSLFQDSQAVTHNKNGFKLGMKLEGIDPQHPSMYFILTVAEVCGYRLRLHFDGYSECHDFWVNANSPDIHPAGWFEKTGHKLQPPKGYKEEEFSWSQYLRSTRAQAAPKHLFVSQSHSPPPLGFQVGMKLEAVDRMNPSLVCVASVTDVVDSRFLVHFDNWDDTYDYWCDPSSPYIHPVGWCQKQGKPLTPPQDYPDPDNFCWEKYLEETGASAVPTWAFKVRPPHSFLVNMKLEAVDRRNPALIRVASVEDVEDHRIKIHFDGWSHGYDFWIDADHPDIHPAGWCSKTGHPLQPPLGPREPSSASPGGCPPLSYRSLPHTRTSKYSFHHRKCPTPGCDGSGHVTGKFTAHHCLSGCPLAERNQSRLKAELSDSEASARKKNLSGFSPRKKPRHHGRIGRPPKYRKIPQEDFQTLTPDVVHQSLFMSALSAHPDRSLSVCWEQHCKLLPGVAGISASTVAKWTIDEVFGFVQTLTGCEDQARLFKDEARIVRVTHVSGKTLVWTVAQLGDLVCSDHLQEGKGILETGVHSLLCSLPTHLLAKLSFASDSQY
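L3MBTL1 (50 nM) pre-complexed 30 min with biotinylated H3(1-15)K9me1 peptide (75 nM), then compounds added for 30 min at room temperature; AlphaScreen streptavidin donor/nickel chelate acceptor beads (10 ug/mL final) read after 30 min dark incubation.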
* = called active by the depositor; i = inactive; ? = inconclusive; . = no result given; [ ] = another dose, or the depositor's remark. Unless noted, calls come from the whole dose curve; as a rule, active = well fitted curve in the direction sought with a large enough effect; inconclusive = small, poorly fitted or top-dose-only effect, or another doubt; inactive = no such curve, though single readings can be large; an effect the other way counts as inactive or inconclusive. Potency is the fitted concentration of half-maximal effect. Some of the compounds tested; count on the stated rates, not on these rows.

SMILES	Tau fluor cs	HTT cytoprotect	TRb-SRC2 inh	TexasRed fluor	Tau FP inhib	RECQ1 inh	Tau fibril ThT	L3MBTL1 block
Cc1n[nH]c(=O)n1-c1ccc(C(C)(C)C)cc1	0%	30%	3%	1%	-4%	-2%	-5%	.
CC(/C=N/NC(=O)c1cccnc1)=C\c1ccco1	-4%	-28%	3%	4%	-5%	-7%	-12%	.
CCOc1ccccc1CNC(=O)Cn1c(=O)oc2ccccc21	-9%	-23%	-6%	-5%	4%	-3%	-6%	.
CCC1CN(C(=O)N2CCC(C(=O)N3CCN(c4cc(C)ccc4C)CC3)CC2)c2ccccc2O1 (centres undefined)	?	.	-1%	1%	15%	.	-9%	.
CC(C)CCNC(=O)Cc1ccc(NC(=O)N2CCCCc3ccccc32)cc1	-6%	.	-3%	-1%	-2%	.	-4%	.
CC(C)(C)n1nnnc1C(c1ccc(C#N)cc1)N1CCCC2(CCCCC2)C1 (centres undefined)	-10%	9%	-14%	-3%	-1%	-1%	-13%	1%
COc1ccc(C)cc1NC(=O)c1nnn(Cc2cccc(C(F)(F)F)c2)c1N	-21%	-100%[inhibitor]	4%	2%	?	3%	2%	.
CCN(CC(=O)NCc1cccs1)C(=O)c1ccccc1Cl	-7%	-7%	-1%	-3%	-9%	-1%	-6%	.
COc1ccc2c(c1)cc1c(=O)n(CC(=O)NC(C)C)nc(C)n12	-1%	.	5%	6%	3%	.	2%	.
COC(=O)CCC(=O)Nc1cccc2c(NC(=O)CCC(=O)OC)cccc12	-8%	15%[10 µM]	9%	-1%	9%	-4%	-7%	-6%
CC(=O)c1ccc(NC(=O)Cn2c(=O)nc(-c3ccccc3)c3cc(Cl)ccc32)cc1	-17%	.	7%	-2%	-8%	.	-15%	.
CCOc1ccc(NS(=O)(=O)c2cc(NC(=O)c3ccc(C)cc3)ccc2Cl)cc1	?	14%[1.9 µM]	-1%	-9%	?	-4%	-9%	-5%
c1ccc(CSc2nnnn2-c2ccccc2)cc1	-16%	-17%	5%	0%	-12%	-16%	-7%	.
COc1ccccc1OCCOCCOc1ccccc1Cl	-8%	13%[10 µM]	5%	0%	5%	0%	-8%	31%[activator]
COc1ccc(Cn2nnnc2C(c2cccs2)N2CCSCC2)cc1 (centres undefined)	-13%	5%	4%	0%	4%	-8%	-7%	-2%
COc1nc(C#N)nc(N(C)C)n1	3%	-30%	-2%	-3%	5%	1%	-6%	-16%
C/C(=N\NC(=O)C1CC1)c1ccc(N2CCOCC2)cc1	-1%	-1%[10 µM]	6%	-1%	0%	-11%	-11%	3%
Cc1c(NC(=O)CN2C(=O)c3ccccc3S2(=O)=O)c(=O)n(-c2ccccc2)n1C	-2%	3%[1.9 µM]	10%	1%	-3%	-1%	-6%	8%
O=C(NC1CCCCC1)c1ccc(CSc2nc3ccncc3n2Cc2ccccc2F)cc1	-18%	.	7%	0%	1%	.	-3%	.
O=C(O)CSC1c2ccccc2C(=O)N1c1ccccc1 (centres undefined)	-9%	2%[10 µM]	-8%	-2%	-7%	-1%	-8%	12%
COc1ccc(Nc2nnc(-c3ccc(N4CCOCC4)c([N+](=O)[O-])c3)c3ccccc23)cc1	?	-53%[inhibitor]	7%	-2%	13%	-6%	?	6%
O=C1NC(=O)C2(COC3(CCCC3)OC2)S1	-3%	2%[10 µM]	-1%	-1%	6%	i	-11%	.
COc1cc(Nc2nc3ccc(Cl)cc3nc2-n2nc(C)cc2C)cc(OC)c1	-27%	.	-6%	-3%	-18%	.	5%	.
CCOC(=O)c1ccc(NC(=O)NCc2ccccc2)cc1	-25%	-21%	3%	-2%	?	i	-12%	6%
COc1ccc(-n2ncc3c(NC(C)(C)CO)ncnc32)cc1	-2%	.	2%	-2%	14%	.	-13%	.
COc1cc(C2c3cc4c(cc3C(OC3OC5COC(c6cccs6)OC5C(O)C3O)C3COC(=O)C23)OCO4)cc(OC)c1O (centres undefined)	6%	-40%[10 µM]	1%	0%	1%	-2%	.	.
CC(C)OC(=O)c1ccc(NC(=O)Cn2c(-c3nonc3N)nc3ccccc32)cc1	-27%	18%[1.9 µM]	-4%	1%	?	-4%	3%	-3%
CC(=O)Nc1ccc(NC(=O)C2c3ccccc3Oc3ccccc32)cc1	-3%	-28%	-13%	-2%	-10%	-1%	3%	21%
COc1ccc(C2C(C(N)=O)=C(C)Nc3nc(-c4ccccc4Cl)nn32)cc1 (centres undefined)	1%	.	12%	-2%	-6%	.	-3%	.
Cc1ccc(S(=O)(=O)N2CCN(C(=O)CC(C)(C)C)CC2)cc1	0%	-32%	-3%	1%	-1%	i	-4%	0%

3 compounds from above, arranged by heavy-atom count, descending:
SMILES	Tau fluor cs	HTT cytoprotect	TRb-SRC2 inh	TexasRed fluor	Tau FP inhib	RECQ1 inh	Tau fibril ThT	L3MBTL1 block
COc1cc(C2c3cc4c(cc3C(OC3OC5COC(c6cccs6)OC5C(O)C3O)C3COC(=O)C23)OCO4)cc(OC)c1O (centres undefined)	6%	-40%[10 µM]	1%	0%	1%	-2%	.	.
Cc1c(NC(=O)CN2C(=O)c3ccccc3S2(=O)=O)c(=O)n(-c2ccccc2)n1C	-2%	3%[1.9 µM]	10%	1%	-3%	-1%	-6%	8%
COc1cc(Nc2nc3ccc(Cl)cc3nc2-n2nc(C)cc2C)cc(OC)c1	-27%	.	-6%	-3%	-18%	.	5%	.

Some entries already given, showing only Tau fibril ThT.
SMILES,Tau fibril ThT
COc1ccc(C2C(C(N)=O)=C(C)Nc3nc(-c4ccccc4Cl)nn32)cc1 (centres undefined),-3%
Cc1ccc(S(=O)(=O)N2CCN(C(=O)CC(C)(C)C)CC2)cc1,-4%

Next records:
SMILES	Tau fluor cs	HTT cytoprotect	TRb-SRC2 inh	TexasRed fluor	Tau FP inhib	RECQ1 inh	Tau fibril ThT	L3MBTL1 block
CCN1CCN(C(=O)c2ccc(CN(c3ccccc3)S(=O)(=O)c3ccccc3)cc2)CC1	-4%	5%[10 µM]	6%	-2%	-1%	10%	0%	-16%
COc1ccc(C)cc1NC(=O)COCc1cc(-c2cccs2)on1	?	.	-3%	-6%	-3%	.	?	.
Cn1c2c(c(=O)n(C)c1=O)C(c1ccc(O)cc1)Nc1ccccc1O2 (centres undefined)	-13%	-3%	1%	-2%	-2%	-16%	-16%	.
Cc1ccc(Sc2ccc(C(=O)NC(C)C)cc2[N+](=O)[O-])cc1	-13%	-12%	-7%	1%	-10%	i	-14%	-3%
CCc1sc(C(=O)Nc2ccc(F)cc2C)cc1C	-5%	-16%[10 µM]	-2%	-3%	6%	-10%	-4%	16%
CCCNC(=O)OC[C@H]1O[C@H](CCO/N=C/[C@@H](OC)[C@H](C)/C=C/CC(=O)OC)C=C[C@@H]1Oc1ccc(OC)cc1	-7%	.	5%	-2%	0%	-18%	?	8%
CC(=O)N1CCN(CC(=O)c2ccc(Br)cc2)CC1	8%	35%[0.074 µM]	5%	1%	3%	-1%	-15%	8%
Cc1cc(C)c(OCC(=O)NCC2CCCO2)c(C)c1 (centres undefined)	-8%	-18%	-5%	-7%	7%	11%	-10%	.
CN(C)S(=O)(=O)c1ccc2c(c1)N(CC(=O)Nc1ccc(F)cc1)C(=O)CS2	-18%	.	4%	1%	-4%	.	-1%	.
Cc1ccc2[nH]c(=O)c(CN(CC3COCCO3)C(=O)Nc3ccccc3F)cc2c1 (centres undefined)	-1%	20%[10 µM]	-6%	-2%	8%	3%	-6%	6%
COc1cccc(OCCNC(=O)Nc2cc(F)c(F)cc2Cl)c1	-19%	.	2%	-6%	-20%	0%	3%	-4%
Cc1ccc(C(=O)CSc2nnc(COc3cccc4cccnc34)o2)cc1	-3%	-22%	-19%	1%	7%	-10%	?	-11%
CC1CC(C)(C)NC(=S)N1CCC(=O)N1CCN(c2ccccc2)CC1 (centres undefined)	-7%	-23%	-8%	-1%	-6%	1%	-11%	11%
Oc1ccc(/C=N\Nc2cc(N3CCOCC3)nc(N3CCOCC3)n2)c(O)c1	?	-4%[10 µM]	-6%	-3%	3%	-1%	?	-5%
COc1ccc(OCCOCCN2CCc3ccccc3C2)cc1	-8%	-25%	0%	-2%	-4%	-4%	-14%	.
COc1ccc(Cl)cc1NC(=O)CN1c2ccccc2CC1C (centres undefined)	-24%	-32%[inhibitor]	2%	-1%	3%	-11%	-7%	.
O=C(NCCCl)c1ccc(OCc2ccccc2)cc1Cl	-8%	-17%	6%	-2%	2%	0%	0%	23%
O=C(OCCN=C1NS(=O)(=O)c2ccccc21)C1CC(=O)N(c2ccc3ccccc3c2)C1 (centres undefined)	-29%	2%	9%	1%	-17%	-6%	-10%	.

Among those listed so far, these have an aryl thioether with sulfur outside any ring.
SMILES	Tau fluor cs	HTT cytoprotect	TRb-SRC2 inh	TexasRed fluor	Tau FP inhib	RECQ1 inh	Tau fibril ThT	L3MBTL1 block
c1ccc(CSc2nnnn2-c2ccccc2)cc1	-16%	-17%	5%	0%	-12%	-16%	-7%	.
O=C(NC1CCCCC1)c1ccc(CSc2nc3ccncc3n2Cc2ccccc2F)cc1	-18%	.	7%	0%	1%	.	-3%	.
Cc1ccc(Sc2ccc(C(=O)NC(C)C)cc2[N+](=O)[O-])cc1	-13%	-12%	-7%	1%	-10%	i	-14%	-3%
Cc1ccc(C(=O)CSc2nnc(COc3cccc4cccnc34)o2)cc1	-3%	-22%	-19%	1%	7%	-10%	?	-11%
